ULK1 inh = inhibitors of human ULK1 kinase; O75385; AlphaScreen Atg13 phosphorylation by ULK1, luminescence; inhibition, % at 5.96 µM; 30,000 compounds, 1.9% hits; AID 1259251; in the data active means inhibition above about 43%;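 further: 0% = median of compound wells and 100% = no enzyme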
ASK1 primary = human ASK1 kinase inhibition, primary screen | AID 1159602 | Q99683 | inhibition, % at 7.44 µM | AlphaScreen MKK6 phosphorylation by ASK1, luminescence | 22,000 compounds, 0.99% hits; in the data active means inhibition above about 35%;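 further: 0% = median of compound wells and 100% = no enzyme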
* hit, by the source's call; · = not tested or not shown; & = joins results of further samples.

Values run as follows: ULK1 inh, ASK1 primary
- O=C(O)CSCC(=O)N1CCC(N2C(=O)Cc3ccccc32)CC1
    3, ·
- Cc1nc2ncccc2c(=O)n1-c1ccc(NC(=O)c2ccco2)cc1
    10, ·
- CN(C)c1cccc(Nc2cc(C(=O)NCCc3ccc(O)cc3)c3ccccc3n2)c1
    -5, 7
- O=C1N(Cc2cccc(Cl)c2)CCN1c1ccc(F)cc1F
    -7, ·
- O=C(NCCN1CCOCC1)c1ccc2nc(Nc3ccc(-n4ccnc4)cc3)sc2c1
    5, 7
- CC(C)n1cnc2c(Nc3ccc(N4CCOCC4)cc3)nc(N3CCc4ccccc4C3)nc21
    17, 26
- COc1ccc(/C=N/NC(=O)c2cccc(N3CCCC3=O)c2)cc1OC
    0, ·
- O=C(NCCO)c1cncc(-c2ccc(C(=O)NC3CC3)cc2)c1
    6, -1
- COc1ccc(/C=N/N(C)c2nc(-c3ccc(OC)cc3)cs2)cc1
    -2, ·
- O=C(Cc1ccc2c(c1)OCO2)Nc1cc(Nc2ccccc2-c2nn[nH]n2)c(F)cn1
    -4, 5
- O=C([C@@H](O)c1ccccc1Cl)N1CCN(c2ccc3[nH]ncc3c2)CC1
    4, -3
- Cc1nn(C(=O)c2ccccc2Cl)c(C)c1S(=O)(=O)N1CCOCC1
    6, ·
- O=C(NC1CCN(Cc2ccccc2)CC1)c1csc(N2CCc3ccccc3C2)n1
    15, -5
- CCN(CC)c1cc(-c2cccnc2)nc(-c2cccnc2)n1
    7, ·
- CCOc1ccc(-c2cccc(NS(=O)(=O)c3cc(C)c(C)cc3OC)c2)nn1
    -7, ·
- COc1cc(C=NNC(=O)c2ccncc2)ccc1O
    13, ·
- Oc1ccc(CCNc2nc(NCCN3CCOCC3)nc3c2ncn3-c2ccsc2)cc1
    -1, -2
- Fc1cc(-c2ccnc(Nc3ccc(N4CCOCC4)cc3)n2)cc(N2CCN(C3CC3)CC2)c1
    56*, 40*
- COc1cc2nc(-c3ccc(C(=O)NC4CC4)cc3)nc(Nc3ccc(N4CCOCC4)cc3)c2cc1OC
    -24, 14
- Cc1cc(=O)oc2cc(OCC(=O)OC/C(=N/O)c3ccccc3)ccc12
    11, ·

ULK1 inh: hit marks shown above.
Values run as follows: ULK1 inh, ASK1 primary
- Fc1cc(-c2ccnc(Nc3ccc(N4CCOCC4)cc3)n2)cc(N2CCN(C3CC3)CC2)c1
    56*, 40*

Remaining list, next part.
Values run as follows: ULK1 inh, ASK1 primary
- CCC(C)NC(=O)CN(c1cc(C)ccc1OC)S(=O)(=O)c1ccccc1 (stereo unspecified)
    -10, ·
- O=C(O)COCC(=O)N(C1CC1)C1CCN(Cc2ccccc2)CC1
    0, ·
- COc1cc2nc(Nc3cccc(N(C)C)c3)nc(Nc3ccc4c(c3)OCO4)c2cc1OC
    0, 61*
- Cc1cc2nc3c(=O)[nH]c(=O)nc-3n(C[C@H](O)[C@H](O)[C@H](O)CO)c2cc1C
    15, ·
- CC(C)N(CCNc1nc(NCc2cccnc2)nc2c1ncn2C1CCCCC1)C(C)C
    4, -8
- CCNc1nc(Nc2cc(OC)c(OC)c(OC)c2)c2ncn(C(C)C)c2n1
    -21, 8
- COc1ccc(Oc2ncc(F)c(-c3cc(F)cc(N4CCOCC4)c3)n2)cc1
    -9, -44
- CCCNc1nc(Nc2cnccn2)nc2c1ncn2Cc1ccc(C(F)(F)F)cc1
    -2, -8
- CC(C)N(CCNC(=O)c1ccc(-c2ccc(C(=O)NC3CC3)cc2)s1)C(C)C
    5, -9
- COc1cc(NC(=O)c2cccc(-n3cc(NC(=S)Nc4ccccc4Br)cn3)c2)cc(OC)c1OC
    -20, 15

Three structures out of the list, ordered by SMILES length, smallest number first:
Values run as follows: ULK1 inh, ASK1 primary
- CCCNc1nc(Nc2cnccn2)nc2c1ncn2Cc1ccc(C(F)(F)F)cc1
    -2, -8
- CC(C)N(CCNC(=O)c1ccc(-c2ccc(C(=O)NC3CC3)cc2)s1)C(C)C
    5, -9
- COc1cc(NC(=O)c2cccc(-n3cc(NC(=S)Nc4ccccc4Br)cn3)c2)cc(OC)c1OC
    -20, 15

Additional structures follow.
Values run as follows: ULK1 inh, ASK1 primary
- COc1ccc(CCNc2nc(-c3ccc(C(=O)NC4CC4)cc3)ncc2C)cc1
    -37, 6
- CN1CCN(c2cc(-c3ccccc3)nc(-c3ccccn3)n2)CC1
    -12, ·
- Cc1cccn2c(=O)c3c(nc12)CCN(C(=O)Nc1cccc(F)c1)C3
    10, ·
- CC(C)n1c(N2CCC(N3CCOCC3)CC2)nc2c(NCc3cccnc3)ncnc21
    1, -10
- CN1CCN(C(=O)c2ccc(-c3nc(NCc4nc5ccccc5[nH]4)c4ncn(CCN5CCCC5=O)c4n3)cc2)CC1
    -35, -11
- Cn1c(Nc2cc(Nc3ccc(N4CCOCC4)cc3)ncn2)nc2ccccc21
    -28, -2
- O=C(NCc1cccc(C(F)(F)F)c1)c1cccc(Nc2ccccc2)n1
    -13, 0
- NC(=O)NCCN1CCN(c2cccc(C(F)(F)F)c2)CC1
    -6&-1, ·
- CCCNc1cc(-c2c(C)noc2C)nc(N)n1
    9, -7
- CC(=O)Nc1ccc(NC(=O)c2cccc(Nc3cnccn3)c2)cc1
    16, -5
- O=C(CSCc1ccc([N+](=O)[O-])cc1)N/N=C/c1ccncc1
    -6, ·
- NC(=O)c1cccc(-c2ccc(C(=O)NC3CC3)cc2)c1
    12, 1
- OCCNc1nc(Nc2ccc3ncccc3c2)nc2c1ncn2Cc1ccc(C(F)(F)F)cc1
    7, -2
- O=C(NCc1nc2ccccc2[nH]1)c1ccc2nc(Nc3ccncn3)sc2c1
    38, 7
- Nc1nc(NC2CC2)cc(N2CCOCC2)n1
    -4, -14
- Nc1nc(NCCCN2CCCC2=O)cc(Nc2cnccn2)n1
    7, 0
- CC(C)n1c(-c2cccc(N)c2)nc2c(Nc3ccccc3)ncnc21
    -17, -9
- Cc1ncn(-c2ccc(Nc3cc(-c4nocc4-c4ccncc4)ccn3)cc2)n1
    0, 3
- Cc1ncn(-c2ccc(Nc3nccc(N4CCCC(C(=O)O)C4)n3)cc2)n1 (stereo unspecified)
    0, -12
- c1ccc(OCCNc2nc(Nc3cnccn3)nc3nc[nH]c23)cc1
    18, 18
- Cc1cc(NCCOc2ccccc2)nc(Nc2ccc(-n3ccnc3)cc2)n1
    -8, 3
- Cc1cccc2nc3c(c(=O)n12)CN(C(=S)Nc1ccccc1)CC3
    2, ·
- CC(C)(C)c1ncn(-c2ccc(Nc3nccc(-c4cc(F)cc(N5CCOCC5)c4)n3)cc2)n1
    0, -3
- COc1cc2nc(NCc3ccc4c(c3)OCO4)nc(N)c2cc1OC
    -15, -12
- O=C(NCCOc1ccccc1)c1csc(NCCN2CCOCC2)n1
    0, -6
- c1ccc(Nc2nc(Nc3ccccc3)c3ncn(-c4ccsc4)c3n2)cc1
    8, 26
- COc1ccc(-c2cc(NCCOc3ccccc3)nc(N)n2)cn1
    -1, 0
- Cc1ccc(-c2ncn(-c3ccc(Nc4nccc(-c5cncc(F)c5)n4)cc3)n2)cn1
    -3, 19
- NC(=O)c1cncc(-c2csc3ccccc23)c1
    -17, 12
- O=C(CN1CCC2(CC1)NC(=O)N(Cc1ccc(F)cc1)C2=O)NCC1CCCO1 (stereo unspecified)
    8, ·
- COc1ccc2c(c1)CC(C(=O)Nc1ccc(-c3cn[nH]c3)cc1OC)CO2 (stereo unspecified)
    -6, 7
- Cc1cnc(NCCN2CCOCC2)nc1NCCCN1CCCC1=O
    4, 4
- O=C(Cc1cn(-c2ccc(N3CCc4ccccc4C3)nn2)c2ccccc12)NCc1nc2ccccc2[nH]1
    18, 10
- O=C1CCCN1CCn1cnc2c(NCc3cccnc3)nc(N3CCN(Cc4ccc5c(c4)OCO5)CC3)nc21
    2, 13
- Cc1cnc(NCCN2CCOCC2)nc1NCCOc1ccccc1
    -18, -6
- CC1(C)S[C@@H]2[C@H](NC(=O)COc3ccccc3)C(=O)N2[C@H]1C(=O)O
    5, ·
- O=C(NCc1cccc(OC(F)(F)F)c1)c1c[nH]c2cc(-c3cn[nH]c3)ccc12
    -18, 1
- COc1ccc2c(c1)C[C@H](C(=O)Nc1ccc(-c3cn[nH]c3)cc1OCC1CNC1)NC2
    -4, -19
- Clc1cc(Nc2ccc(N3CCOCC3)cc2)ncn1
    -7, 13
- O=C1CCCN1CCCNc1nc(-c2ccccc2)nc2c1ncn2-c1ccccc1
    -40, 1
- COc1ccc(CCNC(=O)c2ccc3nc(NCCN4CCOCC4)sc3c2)cc1
    -9, -5
- FC(F)(F)c1ccc(Cn2cnc3c(NCc4nc5ccccc5[nH]4)nc(Nc4ccc(-n5ccnc5)cc4)nc32)cc1
    7, 4
- c1ccc(CNc2nc(NC3CCN(Cc4ccccc4)CC3)nc3nc[nH]c23)cc1
    8, 22
- CS(=O)(=O)c1ccc(-c2ccnc(Oc3ccccc3)n2)cc1
    2, 9
- c1ccc(Oc2ccc(Nc3ccnc(-c4ccccc4)n3)cc2)cc1
    -19, 0
- COc1ccc(CCNC(=O)c2ccnc(Nc3ccc4ncccc4c3)c2)cc1
    -12, 0
- COc1ccc(CCNc2nc(Nc3ccc(N4CCOCC4)cc3)nc3c2ncn3CCN2CCCC2=O)cc1
    8, 14
- Nc1nc(-c2csc3ccccc23)nc2c1ncn2-c1ccsc1
    -16, 8
- Cc1cccc(NC(=O)CSc2ncc(CO)n2CC(=O)NC(C)C)c1C
    -3, ·
- COc1ccc2c(c1)OCC(C(=O)Nc1cc(F)c(-c3cn[nH]c3)cc1N1CCOCC1)C2 (stereo unspecified)
    -15, 13

Next entries follow.
Values run as follows: ULK1 inh, ASK1 primary
- CC(C)CC1C(=O)Nc2cc(S(C)(=O)=O)ccc2N1C(=O)C1CCCCC1 (stereo unspecified)
    10, ·
- S=C(c1ccc(C(=S)N2CCOCC2)cc1)N1CCOCC1
    16, ·
- O=C(NNC(=O)C(O)(c1ccccc1)c1ccccc1)c1ccccc1
    -9, ·
- CC(C)n1cnc2c(NCc3ccccc3)nc(-c3ccc(C(N)=O)cc3)nc21
    -18, -2
- COc1ccc(CCNc2ncnc3nc(Nc4ccccc4)[nH]c23)cc1
    -6, 11
- Cc1cc(C)cc(Cn2c(NCCCN(C)C)cc(=O)n(C)c2=O)c1
    -7, ·
- O=C1CCCN1CCn1cnc2c(Nc3ccc(N4CCOCC4)cc3)nc(Nc3ccc4ncccc4c3)nc21
    5, 7
- CCN1C(=O)Cc2cc(NS(=O)(=O)Cc3ccc(C)cc3)ccc21
    -3, ·
- O=C(Nc1ccc2cn[nH]c2c1)C(O)c1ccc(C(F)(F)F)cc1 (stereo unspecified)
    4, 0
- CN1CCN(c2ccc(-c3cc(C(=O)Nc4ccc(N5CCOCC5)cc4)ccn3)cc2)CC1
    5, -9
- Cc1ncn(-c2ccc(Nc3ncc4cccc(-c5ccc(N6CCN(C)CC6)nc5)c4n3)cc2)n1
    15, 18
- CCCNC(=O)c1ccnc(N2CCc3ccccc3C2)c1
    0, -7
- Nc1nccc(-c2ccc(S(=O)(=O)Nc3cccc(C(=O)NC4CC4)c3)cc2)n1
    14, 3
- Cn1c(=O)c2c(ncn2CCOC(=O)C(C)(C)Oc2ccc(Cl)cc2)n(C)c1=O
    -3, ·
- CCOc1ccc(NC(=S)Nc2ccc(OCC)cc2)cc1
    1, ·
- CC(C)n1c(Nc2ccccn2)nc2c(Nc3ccccc3)ncnc21
    2, -15
- N#Cc1ccc(C(O)CNC(=O)c2cn(-c3ccc4[nH]ncc4c3)nn2)cc1 (stereo unspecified)
    6, 2
- c1ccc(Nc2ccnc(N3CCc4ccccc4C3)n2)cc1
    -14, 1
- Cc1cc(NC(=O)C2CC2)n(-c2nc3c(c(=O)[nH]2)CCC3)n1
    4, ·
- CC(=O)Nc1ccc2c(c1)C1C=CCC1C(c1ccccc1)N2 (stereo unspecified)
    33, ·
- COc1ccc(CCNc2cc(-c3ccc(C(N)=O)cc3)ncn2)cc1
    -5, 7
- Cc1cnc(-c2c(C)nn(C)c2C)nc1NCCc1ccc(O)cc1
    0, -8
- CC(C)NC(=O)C1CCN(Cc2cccc(Cl)c2Cl)CC1
    -6, ·
- c1ccc(CN2CCC(Nc3nc(Nc4ccc(N5CCOCC5)cc4)nc4nc[nH]c34)CC2)cc1
    18, 36*
- COc1ccc(-c2cnc(NCc3ccc(OC)c(OC)c3OC)n2C)cc1
    0, ·
- C=CCn1c(-c2ccc(C)cc2)cccc1=O
    -10, ·
- Cc1cccc(CC(=O)Nc2cnn(-c3cccc(C(=O)Nc4ccc(N(C)C)cc4)c3)c2)c1
    -1, 21
- CN(C)CCOc1cc(-c2ccncc2)ccc1NC(=O)[C@H]1Cc2ccccc2CN1
    -6, -4
- c1ccc(Nc2ccnc(-c3ccc(N4CCOCC4)nc3)n2)cc1
    26, 2
- Cc1cnc(Nc2ccc(N3CCOCC3)cc2)nc1NCCN(C(C)C)C(C)C
    17, -1
- CNS(=O)(=O)Cc1ccc2[nH]cc(CCN(C)C)c2c1
    4, ·
- NC(=O)c1cnc(-c2ccccc2)s1
    -6, 8
- Cc1nn(C)c(C)c1-c1nc(NCCO)c2ncn(C(C)C)c2n1
    -2, -2
- O=C(NCc1cccnc1)c1csc(-c2ccc(N3CCOCC3)nc2)n1
    3, -8
- Cc1nn(C)c(C)c1-c1nc2ccc(C(=O)NCc3ccccc3)cc2s1
    -21, -4
- Nc1nc(NCCCN2CCCC2=O)cc(-c2cccs2)n1
    4, -2
- CCN(CC)c1nc(NCCN(C(C)C)C(C)C)nc(Nc2ccc3ncccc3c2)n1
    -10, -4
- O=C(Cc1cn(-c2ccc(N3CCCC3CO)nn2)c2ccccc12)NCc1nc2ccccc2[nH]1 (stereo unspecified)
    9, 4
- O=C(NCCN1CCOCC1)c1cc(N2CCOCC2)nc2ccccc12
    -2, -7
- O=C(Cc1cccs1)N(CCCN1CCOCC1)c1nc2ccccc2s1
    14, ·
- Oc1ccc(CCNc2nc(-c3ccc(N4CCOCC4)nc3)nc3nc[nH]c23)cc1
    2, 6

Screening data: PubChem BioAssay, The Scripps Research Institute Molecular Screening Center

Outcome played no part in choosing rows; about 3% have a hit in one of these screens.
